Screening data deposited in PubChem BioAssay by several laboratories.
PPARg SRC-3 ag: agonists of human PPARgamma SRC-3 coactivator recruitment. P37231. biochemical PPARgamma/SRC-3 coactivator recruitment assay. activation, % at 8 µM. 200,000 compounds, 0.26% hits. AID 731; in the data active = activation above about 23%;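 note: 0% = DMSO and 100% = reference agonist; some compounds past the cut are filed as inactive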
bIAP activator: increases bovine intestinal alkaline phosphatase activity; purified bovine IAP, CDP-star luminescence, 30 min; stronger effect = higher value; fold of DMSO-control signal, blank-subtracted; activation factor at 20 µM; 200,000 compounds, 0.17% hits; AID 1016;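 active = activation factor of 2 or more at 20 µM, a signal rise over negative controls twice the positive control's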
Redox H2O2 prof: compounds producing H2O2 with reducing agent – biochemical, NIH compound library profiling, artefact control for MLSCN library redox annotation, primary screen. activation, % at 10 µM. 200,000 compounds, 0.03% hits. DTT-dependent redox cycling H2O2, phenol red/HRP absorbance; 100% = 100 µM peroxide control, 0% = buffer. AID 878;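 active = activation of at least 50% relative to the plate's high and low controls in the primary single-dose screen; inactive = activation below 50%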;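 note: compound incubated with DTT at 0.8 mM final as the reducing agent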
ROMK mod: modulators of human ROMK potassium channel | P48048 | Tet-inducible ROMK, thallium flux fluorescence; actives lie on both sides | B-score at 10 µM | 130,000 compounds, 2% hits | AID 1918;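 active = signal ratio slope over the read window, or its plate-corrected B-score, at least 3 SD from the plate mean, either direction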;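 note: B-score of the F/F0 ratio slope over 7 to 12 s after thallium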
Target sequence (P48048 whole entry, looked up): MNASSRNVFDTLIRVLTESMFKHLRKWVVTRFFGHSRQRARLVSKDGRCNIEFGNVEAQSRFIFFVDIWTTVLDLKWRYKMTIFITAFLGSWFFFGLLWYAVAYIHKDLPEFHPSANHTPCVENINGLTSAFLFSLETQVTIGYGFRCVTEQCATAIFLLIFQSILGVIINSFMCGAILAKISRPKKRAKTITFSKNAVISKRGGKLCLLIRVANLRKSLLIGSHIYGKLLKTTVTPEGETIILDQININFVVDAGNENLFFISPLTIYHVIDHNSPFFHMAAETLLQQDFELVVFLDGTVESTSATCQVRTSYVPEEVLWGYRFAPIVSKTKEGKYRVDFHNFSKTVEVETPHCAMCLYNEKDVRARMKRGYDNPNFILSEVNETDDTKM
PPARg SRC2 recr: promotes SRC-2 coactivator recruitment by human PPARgamma. PPARgamma LBD-SRC-2 recruitment, biochemical. activation, % at 8 µM. P37231. 200,000 compounds, 0.34% hits. AID 1032; in the data active = activation above about 22%;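 note: 0% = vehicle and 100% = reference agonist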
L major viab: Leishmania major promastigote growth inhibition; AID 1063; Leishmania major promastigotes, resazurin fluorescence viability; inhibition, % at 10 µM; 200,000 compounds, 9% hits; in the data active = inhibition above about 50%;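 note: promastigotes grown with compound for 44 hours at 28 °C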
TLR4 MyD88 comp: blocks binding of human TLR4 to MyD88 | inhibition, % at 8.4 µM | HeLa CL3-4 TLR4/MyD88 BLA complementation, FRET ratio | 200,000 compounds, 0.18% hits | AID 861; in the data active = inhibition above about 25%;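 note: 0% = vehicle and 100% = reference inhibitor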
S1P3 antag: S1P3 (human) receptor antagonism. 170,000 compounds, 0.27% hits. inhibition, % at 4.98 µM. CHO S1P3 NFAT-BLA reporter, FRET fluorescence, antagonist mode;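 active = inhibition above the plate cutoff, the mean inhibition of test wells on that plate plus 3 SD, cut at about 28% in these data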;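 note: cells challenged with S1P at its EC80 of 0.8 µM; blue over green emission ratio from cleaved BLA substrate after 4 h stimulation; 0% = S1P-stimulated wells and 100% = unstimulated DMSO-only wells; some compounds past the cut are filed as inactive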
Target sequence (Q99500 whole entry, looked up): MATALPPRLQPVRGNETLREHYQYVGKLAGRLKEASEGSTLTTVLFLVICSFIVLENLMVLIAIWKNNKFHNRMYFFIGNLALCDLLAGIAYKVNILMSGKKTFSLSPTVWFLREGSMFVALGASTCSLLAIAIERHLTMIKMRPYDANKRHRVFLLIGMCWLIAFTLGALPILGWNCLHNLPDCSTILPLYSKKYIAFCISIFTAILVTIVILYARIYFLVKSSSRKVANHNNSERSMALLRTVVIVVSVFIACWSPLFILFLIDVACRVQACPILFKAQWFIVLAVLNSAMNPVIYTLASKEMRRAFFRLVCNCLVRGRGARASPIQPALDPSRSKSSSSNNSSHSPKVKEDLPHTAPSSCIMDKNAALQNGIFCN
bIAP inh: blocks bovine intestinal alkaline phosphatase activity. purified bovine IAP, CDP-star luminescence, 30 min. inhibition, % at 20 µM. 190,000 tested, under 10 active. AID 1019;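 active = over 50% inhibition of intestinal alkaline phosphatase at 20 µM in the single-dose screen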
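Assay system: bovine IAP enzyme; medium: DEA buffer 100 mM, pH 9.8, with MgCl2 1.0 mM, ZnCl2 0.02 mM; doses: 20 µM single dose; incubation: enzyme reaction for 30 min at room temperature; detection: CDP-star luminescence signal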
TR-FRET SRC-2 ct: flags TR-FRET format artefacts in PPARgamma SRC-2 recruitment agonist screen; TR-FRET artefact counter-screen; stronger effect = higher value; TR-FRET ratio at 8 µM; 200,000 compounds, 0.4% hits; AID 1049; in the data active = TR-FRET ratio above about 2000; note: inactives centre near 1500; reference of the scale not given here
PPARg SRC1 recr: agonists of human PPARgamma SRC-1 coactivator recruitment | P37231 | PPARgamma-SRC-1 coactivator recruitment biochemical assay | activation, % at 8 µM | 200,000 compounds, 0.41% hits | AID 631; in the data active = activation above about 19%;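 note: 0% = DMSO and 100% = reference agonist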
An asterisk follows results filed as active; . = no result given. Rows are unselected; 11% or so of the library scored in one or more.

Under each structure – PPARg SRC-3 ag	bIAP activator	Redox H2O2 prof	ROMK mod	PPARg SRC2 recr	L major viab	TLR4 MyD88 comp	S1P3 antag	bIAP inh	TR-FRET SRC-2 ct	PPARg SRC1 recr
CCC(OC(=O)c1cccs1)C(=O)NCc1ccc2c(c1)OCO2 (stereo not drawn)
 : -13	0.9	0.0	.	9	-2	5	-15	13	1378	-1
COc1cccc(C2N(c3ccccc3)CCN2c2ccccc2)c1OC
 : 3	1	-1.8	-0.18	-2	5	-8	-8	1	1532	6
CCCCOC(=O)C(C)Sc1n[nH]c(=O)[nH]c1=O (stereo not drawn)
 : 0	1	-1.9	-1	-3	-5	2	-7	0	1554	-4
CC(NC(=O)COC(=O)c1ccc([N+](=O)[O-])s1)c1ccccc1 (stereo not drawn)
 : 7	0.9	114*	.	5	22	1	0	12	1408	1
CC(C)(C)C(=O)Nc1ccc(C(=O)Nc2cccnc2)cc1
 : -2	1	0.6	.	-1	-2	-7	.	3	1564	4
Cc1ccc(S(=O)(=O)N2CCC(C)CC2)cc1[N+](=O)[O-]
 : 0	1.1	-0.4	0.32	-1	0	13	19	-11	1474	3
CC(C)[C@H](NC(=O)OC(C)(C)C)c1nnc(SCC(=O)Nc2ccc(Br)cc2)o1
 : 5	1.1	0.6	-0.98	6	-2	-10	-45	-7	1563	2
Cn1cnc(S(=O)(=O)NCc2ccccc2)c1
 : 3	1	0.1	0.16	2	-3	-1	-16	3	1711	1
COc1ccccc1CCn1c(N)c(C#N)c2nc3ccccc3nc21
 : 11	1	-8.2	.	9	3	-13	.	3	1630	3
CCOc1cc(N2CCOCC2)c(OCC)cc1NC(=O)COC(=O)c1ccccc1C
 : 2	1	-0.1	0.36	3	1	9	-1	2	1445	0
NS(=O)(=O)c1ccc(NN=C2CCCCC2)c([N+](=O)[O-])c1
 : -1	0.9	0.1	-0.0014	-7	40	-16	6	13	1324	2
FC(F)(F)c1cnc(-n2cc[nH]c2=S)c(Cl)c1
 : 10	1.1	-0.1	-0.7	2	-7	8	.	-12	1631	4
CC(=O)c1sc(NC(=O)c2ccco2)nc1-c1ccccc1
 : 8	0.9	-0.7	.	6	-10	-13	-4	5	1647	6
COc1ccc(C)cc1NC(=O)CN1CCN(C/C=C/c2ccccc2)CC1
 : 3	1.5	0.3	-1.9	8	86*	-1	.	-53	1505	10
O=C(CSc1ncnc2c1oc1ccccc12)NCc1ccc(F)cc1
 : 63*	1	-0.9	.	71*	-5	5	-6	2	3344*	58*
Cc1cc(Cl)c(S(=O)(=O)N2CCN(c3ccc(F)cc3)CC2)cc1OCC(N)=O
 : 0	0.9	0.3	.	1	-8	-1	2	7	1398	5
Cc1ccc(CNC(=O)COC(=O)c2cnccn2)cc1
 : 18	0.9	-4.4	.	-5	-5	-6	.	10	1456	5
CC(=O)N1c2ccccc2C(C)(C)C2CCC(C)CC21 (stereo not drawn)
 : -1	1.3	1.9	-0.43	5	7	-20	.	-26	1359	-2
Cc1ccc(C(=O)NC(=S)NNC(=O)CCN2CCOCC2)cc1
 : 0	1.2	0.3	0.35	1	-2	-8	4	-19	1573	10
CC1CCc2c(sc(NC(=O)COC(=O)c3ccc(O)cc3)c2C#N)C1 (stereo not drawn)
 : -1	1.3	-0.6	0.64	0	-5	-2	-31	-26	1473	-1
COc1ccc(Nc2nc(C)cc(C)c2C(N)=O)cc1
 : 10	0.9	1.5	.	1	5	-15	.	11	1550	-2
CS(=O)(=O)Nc1ccc(C(=O)NCc2ccc3c(c2)OCO3)cc1
 : -6	0.9	0.7	.	4	-3	-11	10	5	1401	-2
COC(=O)c1ccc(COC(=O)Cc2n[nH]c(=O)c3ccccc23)cc1
 : 3	1	-1.9	1.1	5	19	-3	0	0	1522	-2
COCCNC(=O)CNC(=S)N(CCCN1CCOCC1)Cc1cccs1
 : -1	1	-2.0	0.47	-2	2	-3	27	4	1585	1
CCn1c(CCCOc2ccc(Cl)cc2Cl)n[nH]c1=S
 : 2	0.8	-0.4	-0.73	-6	-5	-4	-11	20	1494	4
CSc1nc(-c2ccccc2)nc(SC)c1C(C)=O
 : -7	1	-0.3	.	13	9	-2	-18	5	1597	10
Cc1noc(C)c1C(c1ccccc1)c1ccccc1
 : 8	0.5	0.2	-1.1	16	2	-17	.	49	1624	5
COc1ccc(N(C(=O)c2ccc(S(=O)(=O)N3CCOCC3)cc2)C2C=CS(=O)(=O)C2)cc1 (stereo not drawn)
 : -1	0.9	1.6	.	14	-3	-2	-16	8	1530	9
Cc1nc2ncnn2c(N2CCN(C(=O)c3cccc(F)c3)CC2)c1C
 : -4	1	-0.2	-0.017	12	20	-23	.	0	1528	8
COc1cc(OC)cc(C(=O)NC(=S)N2CCN(c3ccc(C(F)(F)F)cc3[N+](=O)[O-])CC2)c1
 : 4	0.9	-5.1	.	7	8	8	.	5	1673	2
COc1ccc(/C=N/Nc2cc(N3CCCC3)nc(N3CCCC3)n2)cc1
 : -3	1	-0.4	-0.35	7	95*	-4	11	-2	1361	10
Cc1oc(-c2ccccc2F)nc1CN1CCC(C(=O)NCc2cccnc2)CC1
 : -5	1.1	1.6	-0.19	-5	-5	7	4	-6	1523	7
Cc1ccc(C)c(NC(=O)Cn2nc(-c3ccccc3)nc2-c2ccccc2)c1
 : -9	1.1	-8.3	.	-3	12	7	.	-9	1325	-9
COc1cccc2c1OCC(C(=O)NCc1ccc(Cl)cc1Cl)=C2
 : -7	0.8	1.2	.	-2	-2	7	.	21	1502	-2
Cc1cc(NS(=O)(=O)c2ccccc2)cc(Cl)c1O
 : -1	0.9	-1.4	.	-9	3	-8	13	12	1554	3
CCOc1ccc(-c2nn(-c3ccccc3)cc2/C=C2\SC(=S)N(C3CCS(=O)(=O)C3)C2=O)cc1 (stereo not drawn)
 : -13	0.8	-0.4	-5.4*	-8	15	0	.	24	1500	-4
CCCN1CCN(CCCNC(=O)Cn2nc(-c3ccc(C)cc3)ccc2=O)CC1
 : -3	1	2.3	.	1	-3	-2	3	-1	1496	2
CCOC(=O)c1c(NC(=O)Cn2cnc3scc(-c4ccc(C)cc4)c3c2=O)sc(C)c1C
 : 2	0.9	0.7	.	0	24	-16	-7	11	1568	5
Cc1cccc(C(=O)NNS(=O)(=O)c2ccccc2)c1O
 : 1	1	-0.1	-0.073	-4	-19	-12	0	-3	1515	2
CCCN1CCN(C(=S)Nc2ccc(SC(F)F)cc2)CC1
 : -6	1	0.4	-0.88	-5	90*	-8	-7	-1	1538	-8
O=C(COc1ncnc2ccc(Br)cc12)NCc1ccc2c(c1)OCO2
 : 10	0.9	-0.9	-0.96	9	3	12	.	8	1783	0
CCc1nnc(NC(=O)COc2ccc([N+](=O)[O-])cc2)s1
 : 3	1.1	-2.4	0.34	6	-6	-5	10	-9	1626	-2
COc1ccc(-n2c(Cc3cccn3C)nnc2SCC(=O)Nc2ccc3c(c2)OCCO3)cc1
 : 2	1.3	-1.4	.	2	10	-2	-12	-30	1547	8
O=C(O)/C=C/c1cnc2ccccc2c1
 : -2	1.1	-1.3	0.26	-5	-2	0	-2	-8	1499	6
Fc1ccc(-n2cc(CNCCc3ccccn3)c(-c3ccccc3Cl)n2)cc1
 : -5	0.9	-0.9	-2.3	-7	37	-2	-5	6	1406	4

Whole records, quoted from the list. Order of values: PPARg SRC-3 ag | bIAP activator | Redox H2O2 prof | ROMK mod | PPARg SRC2 recr | L major viab | TLR4 MyD88 comp | S1P3 antag | bIAP inh | TR-FRET SRC-2 ct | PPARg SRC1 recr
COc1cccc2c1OCC(C(=O)NCc1ccc(Cl)cc1Cl)=C2 in the list: -7 | 0.8 | 1.2 | . | -2 | -2 | 7 | . | 21 | 1502 | -2
Cc1cccc(C(=O)NNS(=O)(=O)c2ccccc2)c1O in the list: 1 | 1 | -0.1 | -0.073 | -4 | -19 | -12 | 0 | -3 | 1515 | 2

Further compounds
Under each structure – PPARg SRC-3 ag	bIAP activator	Redox H2O2 prof	ROMK mod	PPARg SRC2 recr	L major viab	TLR4 MyD88 comp	S1P3 antag	bIAP inh	TR-FRET SRC-2 ct	PPARg SRC1 recr
CN1C(=O)/C(=N\OC(=O)c2cccc3ccccc23)c2ccccc21
 : -9	1	2.1	.	7	-6	9	.	0	1521	-5
O=C(N1CCCCC1)N1CCCN(C(=O)N2CCCCC2)CC1
 : -3	1	-0.9	-0.16	-4	-4	2	-9	5	1472	-3
CN(C)c1ccc(C(=O)/C=C/c2ccco2)cc1
 : -2	0.8	1.0	.	7	0	10	-8	15	1612	6
O=C(CN1CCCN(S(=O)(=O)c2ccc(Br)cc2)CC1)Nc1ccc2c(c1)OCO2
 : -5	0.9	1.0	.	1	86*	-18	30	12	1377	0
CC(=O)Nc1ccc(S(=O)(=O)Nc2nccc(/C=C/c3ccc(Cl)cc3)n2)cc1
 : -2	1	0.2	-0.037	3	-1	-14	-5	-3	1664	8
CCOc1ccc2nc(NC(=O)c3cccc(-c4cc5ccccc5oc4=O)c3)sc2c1
 : 2	0.9	0.6	.	-7	-1	-11	-13	9	1467	2
Cc1cnn(C(=S)NCC2CCCO2)c1 (stereo not drawn)
 : -2	1.2	0.7	.	11	-2	-3	-7	-20	1455	15
O=C(N1CCCC1)C12CCC3CC(CC(C3)C1)C2
 : 4	0.9	0.0	-0.35	5	-5	-25	.	9	1658	3
COc1ccccc1NC(=O)N(Cc1ccccc1)C1=NCC(C)S1 (stereo not drawn)
 : -9	0.8	0.1	0.042	-7	20	1	11	18	1437	-7
N#Cc1nc(-c2cccc3ccccc23)oc1NCCN1CCCCC1
 : 4	1.1	0.0	-3.4*	9	100*	-1	.	-13	1655	5
